NCI-60 one-dose screen, 48 h, at 10 µM unless noted. Numbers give growth in % (100 = growth as untreated, 0 = no growth, -100 = all killed).
SR: SR leukemia cells; hit rate 8.7% among 73,000; AID 1794780
MCF7: MCF7 breast cancer | hit rate 6.3% among 82,000
BT-549: BT-549 breast cancer. hit rate 4.4% among 78,000. AID 1794793
MOLT-4: MOLT-4 leukemia cells; hit rate 6.9% among 80,000
K-562: K-562 leukemia; hit rate 7.4% among 78,000
T-47D: T-47D breast cancer; AID 1794792; hit rate 5% among 79,000
MDA-MB-231: MDA-MB-231 breast cancer. hit rate 5% among 81,000. AID 1794789
MDA-MB-468: MDA-MB-468 breast cancer; hit rate 8.5% among 78,000
* marks the source's active call; other numbers are inactive results; · = not tested or not shown; & = joins results of further samples. Rule for the calls: active = growth percent below 10; inactive = the rest.

entry	Molecule	SR	MCF7	BT-549	MOLT-4
1	S=C1N[C@@H]2[C@H](N1)N(c1ccccc1)C(=S)N2c1ccccc1	110	90	99	112
2	CCOC(=O)c1c(C=O)nc2ccccc2c1/C=C/c1ccc(Cl)cc1	·	78	100	79
3	O=C(CN1CCn2c(nnc2C(F)(F)F)C1)Nc1nc2ccccc2s1	85	76	95	101
4	O=C1c2ccccc2C(=O)N1/N=C/c1ccc(Cl)c(Cl)c1	·	93	108	106
5	CCN1C(=O)c2ccc3c4c(ccc(c24)C1=O)C(=O)N(CCCNCc1ccccc1OC)C3=O	-42*	-26*	-76*	-52*
6	COc1ccc(N)c([N+](=O)[O-])c1	117	93	101	95
7	O=C(NCc1ccccc1)C1CSC2c3ccccc3C(=O)N12 (stereo not drawn)	·	88	94	96
8	O=C(OCc1ccc2cccc(O)c2n1)N1CCN(C(=O)c2cc3ccccc3[nH]2)CC1	99	90	74	99
9	COc1ccc(C(=O)NCCNc2nccc(-c3c(-c4ccc(F)cc4)nc4sccn34)n2)cc1OC	56	30	·	66
10	COc1cc(/C=C/C(=O)c2ccc(-n3cc(CN4CCN(c5cc6c(cc5F)c(=O)c(C(=O)O)cn6C5CC5)CC4)nn3)cc2)cc(OC)c1OC	21	61	93	80
11	CCCCNC(=O)Oc1ccc(/C(=C(/C)Cc2ccc(OC)cc2)c2ccc(OCCN3CCOCC3)cc2)cc1	71	64	107	61
12	CCOC(=O)N1CCN(CC(=O)Nc2c(C)cccc2C)CC1	118	93	101	123
13	O=C1CC(=C/c2ccccc2)/C(=C/c2ccccc2)C1	102	27	·	96
14	CC(C)(C)c1ccc(S(=O)(=O)Oc2ccc3c4c(c(=O)oc3c2)CCCCC4)cc1	31	32	47	55
15	CCCC(CCC)C(=O)OCc1cn(-c2cc3ccccc3oc2=O)nn1	81	97	90	87

entry	K-562	T-47D	MDA-MB-231	MDA-MB-468
1	96	94	109	111
2	62	86	88	102
3	93	77	96	85
4	106	90	109	103
5	-36*	-50*	2.9*	-71*
6	119	97	110	109
7	101	·	101	106
8	101	94	107	89
9	56	63	65	75
10	61	101	66	72
11	69	54	91	90
12	131	91	96	91
13	95	·	97	80
14	38	46	80	24
15	80	94	90	88

(cont.)
entry	Molecule	SR	MCF7	BT-549	MOLT-4
16	CCOC(=O)c1ccc(N/C=C/C(=O)c2ccc(F)cc2)cc1	89	88	103	109
17	COc1ccc(/C=N\NC(=O)CCCC(=O)N/N=C/c2ccc(OC)c(OC)c2)cc1OC	117	102	101	118
18	O=C(O)c1cccc2c1-c1ccc(Cl)cc1C2=O	102	102	121	·
19	O=C(CCCC(=O)c1ccc(F)cc1)N[C@@H](CC(=O)N1CCn2c(nnc2C(F)(F)F)C1)Cc1cc(F)c(F)cc1F	88	90	100	87
20	COc1ccc(/C=C2\CS(=O)(=O)C/C(=C\c3ccc(OC)cc3)C2=O)cc1	·	-15*	-39*	-16*
21	O=[N+]([O-])c1cccc(-c2nc3sccn3c2-c2ccnc(NCCNS(=O)(=O)c3ccc(Br)cc3)n2)c1	50	35	50	33
22	Nn1c(N=Nc2c(O)[nH]c3ccc([N+](=O)[O-])cc23)n[nH]c1=S	109	94	99	101
23	COc1cc2nc(Cl)nc(Nc3cccc(C4=NN(C=O)C(c5ccccc5)C4)c3)c2cc1OC (stereo not drawn)	102	86	87	71
24	COc1ccc(C2N=C(N)NC(Nc3nn[nH]n3)=N2)cc1OC (stereo not drawn)	·	89	112	104
25	O=C1CCC23N=CC(c4ccc(Cl)cc4)(O2)C(=O)c2ccccc2N13 (stereo not drawn)	99	92	98	99
26	COc1ccc(C2Nc3nc(-c4cccnc4)nn3C(N)=C2C#N)cc1 (stereo not drawn)	110	91	109	99
27	CCCCNC(C)C(O)c1ccc(-c2ccc(C(O)C(C)NCCCC)cc2)cc1 (stereo not drawn)	82	90	90	69
28	c1ccc(OC(c2ccccc2)(c2ccccc2)c2ccccc2)cc1	81	75	103	76
29	O=C(Nc1ccc(F)cc1F)c1cc(Cl)ccc1O	·	3.2*	·	8.8*
30	CCCCCC(CCC)COC(=O)c1ccc(OC)cc1 (stereo not drawn)	101	92	104	100

entry	K-562	T-47D	MDA-MB-231	MDA-MB-468
16	100	101	106	92
17	90	·	100	110
18	115	109	79	114
19	95	92	95	97
20	-15*	15	8.1*	-85*
21	39	15	77	41
22	98	99	95	107
23	79	78	84	99
24	97	105	·	103
25	108	92	91	102
26	101	97	97	98
27	62	74	56	83
28	87	48	95	105
29	11	-12*	10	-4.1*
30	105	88	109	104

(cont.)
entry	Molecule	SR	MCF7	BT-549	MOLT-4
31	NC(=S)n1c(=O)n(-c2cccc(C(F)(F)F)c2)c(=O)c2cc(-c3ccc(F)cc3F)ccc21	5.7*	1.7*	-7.8*	0.6*
32	CCOC(=Nc1ccc(C#N)cc1)SC(c1ccccc1)(c1ccccc1)c1ccccc1	104	104	103	100
33	FC(F)(F)Sc1ccc(/C=C/c2cc(/C=C/c3ccc(SC(F)(F)F)cc3)on2)cc1	77	96	93	82
34	COc1ccc(N2CCN(c3ccc(NC4=C(Cl)C(=O)c5ncccc5C4=O)cc3)CC2)cc1	13	8.9*	48	53
35	Cc1ccc(F)c(C)c1NS(=O)(=O)c1c(C(=O)Nc2cccc(C#N)c2)c(C)n(C)c1C	96	93	103	94
36	O=C(CN1C(=O)/C(=C\c2ccccc2)SC1=S)Nc1ncc(Cc2ccc(Cl)cc2)s1	120	91	102	102
37	CCOC(=O)C1=C(C)NC(SCc2cc(=O)oc3ccc(Cl)cc23)=N[C@@H]1c1cccc2ccccc12	92	89	103	82
38	C#CCOc1ccc(C(Nc2ccc(Br)cc2)c2nnnn2C2CCCCC2)cc1OC (stereo not drawn)	96	86	73	76
39	COC(=O)C(CO)NC(c1ccccc1)(c1ccccc1)c1ccccc1 (stereo not drawn)	78	97	97	98
40	O=C(NCn1c(=O)[nH]c2ccccc2c1=O)N1CCN(C(=O)NCn2c(=O)[nH]c3ccccc3c2=O)CC1	·	86	85	109
41	CCOc1ccc2nc(N)sc2c1	103	92	·	101
42	CCCC(=O)Nc1cc(C)c(NC(=O)CN(CC)CC)c(C)c1	109	90	99	97
43	O=C1Nc2ccccc2C1O (stereo not drawn)	·	95	107	99
44	O=C(Nc1ccccc1)Nc1cc2ccccc2c2ccccc12	88	84	111	94
45	N#Cc1cnn2ccn(C3OC(CO)C(O)C3O)c12 (stereo not drawn)	60	99	186	95

entry	K-562	T-47D	MDA-MB-231	MDA-MB-468
31	8.8*	-13*	-11*	1.2*
32	95	87	96	92
33	85	91	115	100
34	4.2*	33	57	-54*
35	98	82	90	94
36	95	96	97	106
37	95	73	95	105
38	79	82	83	83
39	98	97	86	84
40	102	79	86	83
41	99	116	93	109
42	101	99	109	94
43	101	94	101	102
44	102	88	112	107
45	82	100	126	84

Random excerpt: six records from the list
entry	Molecule	SR	MCF7	BT-549	MOLT-4
32	CCOC(=Nc1ccc(C#N)cc1)SC(c1ccccc1)(c1ccccc1)c1ccccc1	104	104	103	100
41	CCOc1ccc2nc(N)sc2c1	103	92	·	101
43	O=C1Nc2ccccc2C1O (stereo not drawn)	·	95	107	99
40	O=C(NCn1c(=O)[nH]c2ccccc2c1=O)N1CCN(C(=O)NCn2c(=O)[nH]c3ccccc3c2=O)CC1	·	86	85	109
37	CCOC(=O)C1=C(C)NC(SCc2cc(=O)oc3ccc(Cl)cc23)=N[C@@H]1c1cccc2ccccc12	92	89	103	82
30	CCCCCC(CCC)COC(=O)c1ccc(OC)cc1 (stereo not drawn)	101	92	104	100

entry	K-562	T-47D	MDA-MB-231	MDA-MB-468
32	95	87	96	92
41	99	116	93	109
43	101	94	101	102
40	102	79	86	83
37	95	73	95	105
30	105	88	109	104

The list goes on.
entry	Molecule	SR	MCF7	BT-549	MOLT-4
46	C/C(=N\N=C\c1ccc(O)cc1)c1nnn(-c2ccc(Cl)cc2)c1C	95	87	91	61
47	CCOC(=O)C1=NN(c2ccccc2)C(=O)/C1=C\N1CCNC1=S	99	92	101	97
48	COc1ccc(-c2nonc2NC(=O)c2cccc(Cl)c2)cc1OC	100	104	92	92
49	Cc1nn(-c2ccccc2Br)c(C)c1C(=O)Nc1ccc2ccccc2n1	48	51	70	31
50	O=C(O)c1cc(Br)c(Br)s1	112	99	104	105
51	COc1cccc(/C=C/C(=O)c2c(C)nc3ccccc3c2/C=C/c2ccccc2)c1OC	·	14	29	4.8*
52	Cc1ccc2c(c1)sc1nc3nc4sc5cc(Cl)c(Cl)cc5n4c(=N)c3c(=N)n12	101	76	119	100
53	C=CCOc1ccc(NC(C)=O)cc1	144	98	104	125
54	N#Cc1nc(-c2cc3cccc(Br)c3oc2=O)oc1NCCO	70	81	118	112
55	COc1ccc(/C=C/c2nc(N/N=C/c3ccc(Cl)cc3)c3ccccc3n2)cc1	67	31	104	72
56	NS(=O)(=O)c1ccc([N+](=O)[O-])cc1	·	101	105	·
57	CCOC(=O)C1(C)CCCCC1=O (stereo not drawn)	·	92	100	97
58	CCOC(=O)COc1ccc(C(CC)C(CC)c2ccc(OCC(=O)OCC)cc2)cc1 (stereo not drawn)	87&107	103&112	89&105	74&113
59	Nc1ccc(CCCCc2ccccc2)c(Cl)c1	93	99	92	69
60	CC(C)CCNCC(C)(C)O	98	109	110	110

entry	K-562	T-47D	MDA-MB-231	MDA-MB-468
46	84	86	89	93
47	103	107	97	96
48	100	96	98	88
49	34	72	63	76
50	108	93	100	96
51	9.1*	11	21	43
52	95	74	88	94
53	141	116	99	96
54	90	100	106	106
55	30	32	64	31
56	·	99	104	101
57	84	94	95	100
58	86&118	112&94	115&109	94&82
59	90	90	91	·
60	109	·	116	112

Part of the list above, in transposed form:
47. CCOC(=O)C1=NN(c2ccccc2)C(=O)/C1=C\N1CCNC1=S
53. C=CCOc1ccc(NC(C)=O)cc1
54. N#Cc1nc(-c2cc3cccc(Br)c3oc2=O)oc1NCCO
58. CCOC(=O)COc1ccc(C(CC)C(CC)c2ccc(OCC(=O)OCC)cc2)cc1 (stereo not drawn)
51. COc1cccc(/C=C/C(=O)c2c(C)nc3ccccc3c2/C=C/c2ccccc2)c1OC
52. Cc1ccc2c(c1)sc1nc3nc4sc5cc(Cl)c(Cl)cc5n4c(=N)c3c(=N)n12
48. COc1ccc(-c2nonc2NC(=O)c2cccc(Cl)c2)cc1OC
assay / compound	47	53	54	58	51	52	48
SR	99	144	70	87&107	·	101	100
MCF7	92	98	81	103&112	14	76	104
BT-549	101	104	118	89&105	29	119	92
MOLT-4	97	125	112	74&113	4.8*	100	92
K-562	103	141	90	86&118	9.1*	95	100
T-47D	107	116	100	112&94	11	74	96
MDA-MB-231	97	99	106	115&109	21	88	98
MDA-MB-468	96	96	106	94&82	43	94	88

Carrying on.
entry	Molecule	SR	MCF7	BT-549	MOLT-4
61	Cn1c(=O)c2c(ncn2CC(=O)Nc2ccc(F)cc2)n(C)c1=O	90	98	101	94
62	COc1ccc(-c2c(-c3ccc(O)cc3)c3ccccc3oc2=O)cc1	62	130	89	83
63	O=C(O)c1ccc(I)cc1	94	92	112	99
64	O=C(CN1CCN(c2cc3c(cc2F)c(=O)c(C(=O)N/N=C/c2ccc(F)cc2)cn3C2CC2)CC1)N/N=C\c1ccc(F)cc1	48	53	69	31
65	CCCCNC(=O)c1ccc(OCC)cc1	104	89	100	105
66	Cn1cc(-c2nnc(N)nc2-c2c[nH]c3ccccc23)c2cccnc21	25	23	35	27
67	C[C@H]1CN2C(=O)/C=C/C=C/C=C/[C@@](C)(O)[C@@H](O[C@@H]3OC[C@@H](O)[C@H](O)C3N)\C=C/C=C/C=C/C=C\[C@@H]2[C@@H]1O (stereo partly drawn)	127	92	110	113
68	C/C(=N\O)C(C)(C)O	94	96	93	123
69	O=C(O)/C=C\c1c[nH]c2nccnc12	97	97	111	99
70	C=CC(=O)N[C@@H](/C=C/C(=O)OCC)Cc1ccc(-c2cc(Cl)cc(Cl)c2)cc1	7.3*	4.1*	4.2*	2.0*
71	CCN(CCN(C)C)C(=O)CNCc1cc(C(N)=O)ccn1	93	96	102	100
72	COC(=O)CCCNC(=O)C(=O)c1c(O)c(O)c(C(C)C)c2cc(C)c(-c3c(C)cc4c(C(C)C)c(O)c(O)c(C(=O)C(=O)NCCCC(=O)OC)c4c3O)c(O)c12	-1.7*	11	8.1*	8.9*
73	CC(=O)c1ccc2ccccc2c1O	101	103	107	101
74	NCCOc1ncccc1/C=C1\c2ccccc2-c2ccc(C(F)F)cc21	2.7*	22	87	2.9*
75	COc1ccc2[nH]cc(-c3nc(-c4c[nH]c5ncccc45)cs3)c2c1	-7.5*	32	37	8.8*
76	CC(=O)Nc1cccc(C(F)(F)F)c1[N+](=O)[O-]	100	78	·	101

entry	K-562	T-47D	MDA-MB-231	MDA-MB-468
61	100	94	94	107
62	108	93	88	99
63	118	102	98	109
64	43	63	71	58
65	112	96	108	117
66	16	45	49	33
67	114	105	101	104
68	104	92	109	95
69	97	94	101	103
70	8.6*	-4.9*	9.4*	1.8*
71	95	104	98	101
72	6.3*	4.4*	-16*	-1.3*
73	99	95	90	108
74	17	51	35	86
75	18	67	39	39
76	102	110	112	101
